# mcGAS inh: cyclic GMP-AMP synthase inhibitors, mouse, primary biochemical chemiluminescence; inhibition, % at 12.5 µM; AID 1259399, 2018; hit rate 0.15% among 160,000; recombinant cGAS, Kinase-Glo ATP depletion luminescence;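 note: 0% = negative control wells and 100% = reference inhibitor with no enzyme activity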
# NPYLR7 agonist: agonists of mosquito NPYLR7 receptor, primary screen, cell-based, Aedes aegypti, calcium fluorescence, mosquito biting behavior; HEK293T NPYLR7/Galpha15, GCaMP6s calcium fluorescence; activation, % at 10 µM; hit rate 0.15% among 270,000; in the data active = activation above about 40%;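 note: 0% = vehicle and 100% = reference agonist at the receptor; some compounds past the cut are filed as inactive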
# hcGAS lum: Primary biochemical luminescence assay for human cyclic GMP-AMP synthase inhibitors. Q8N884. recombinant h-cGAS, ATP depletion, Kinase-Glo luminescence. inhibition, % at 12.5 µM. hit rate 0.081% among 290,000. AID 1259398, 2018;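 note: 0% = vehicle reaction and 100% = reaction without DNA for no activity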
# Target sequence (Q8N884 whole entry, looked up): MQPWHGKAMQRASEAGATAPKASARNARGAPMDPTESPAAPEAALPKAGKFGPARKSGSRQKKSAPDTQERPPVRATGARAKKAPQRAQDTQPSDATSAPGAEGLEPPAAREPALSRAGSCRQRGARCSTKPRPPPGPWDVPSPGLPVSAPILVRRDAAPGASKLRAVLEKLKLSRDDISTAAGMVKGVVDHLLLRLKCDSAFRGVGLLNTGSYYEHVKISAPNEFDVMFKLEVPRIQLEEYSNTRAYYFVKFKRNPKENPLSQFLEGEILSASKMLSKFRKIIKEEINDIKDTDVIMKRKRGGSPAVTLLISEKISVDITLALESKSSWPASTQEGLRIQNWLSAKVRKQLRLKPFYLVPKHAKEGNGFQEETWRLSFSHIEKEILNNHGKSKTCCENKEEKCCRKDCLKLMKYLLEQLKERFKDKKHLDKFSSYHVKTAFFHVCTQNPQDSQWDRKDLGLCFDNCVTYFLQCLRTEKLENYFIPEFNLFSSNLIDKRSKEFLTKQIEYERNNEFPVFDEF
# An asterisk follows results filed as active; · = not tested or not shown; & = joins results of further samples. Cut-off read from the data, not from the text of the source, unless noted: active = inhibition above about 40%; inactive = the rest. Outcome played no part in choosing rows (roughly 0.26% active in at least one column).
# Preview:
molecule,mcGAS inh,NPYLR7 agonist,hcGAS lum
O=C1c2ccccc2C(=O)c2c(Br)cccc21,-6,-10,-6
CCC(C)NC(=O)Cn1nnc(-c2ccc(F)cc2)n1 (stereo not given),-3,8&13,-2&-22
CCC1(C)NC(=O)N(CC(=O)NC(c2ccccc2)c2ccccc2)C1=O (stereo not given),·,3,-11
CC(C)n1ccnc1CN(C)Cc1cnn(-c2ccc(F)cc2)c1,·,11,-5
CCOC(=O)c1ccccc1NC(=O)CSc1cn(CC(=O)N2CCCCCC2)c2ccccc12,-7,20,-3
Cc1cc(C)n(-c2nc3nonc3nc2Nc2ccc(I)cc2)n1,-7,0,-4
COc1ccccc1-c1cc(CN2CCN(c3ccccc3)CC2)on1,-7,12,-7
CCN1CCN(c2cc(C(C)C)nc(SCc3ccc(C(=O)N4CCCC4)cc3)n2)CC1,-4,10,-4
COc1cc(OC)cc(C(=O)NC(C(=O)N(C)CC(C)C#N)C(C)C)c1 (stereo not given),-3,5,0
CC(=O)c1ccc(C(=O)N2CCn3c(C(N)=O)cnc3C2)s1,-11,·,-9
Cc1nc(-c2ccccn2)sc1C(=O)NC(C)c1cccc(Cl)c1 (stereo not given),·,2,-6
CCn1c(C2CCCN(C3CCN(c4ccccc4)CC3)C2)nn(C)c1=O (stereo not given),·,-5,-2
COC(=O)c1cc(Cl)c(NC(=O)c2cc3ccccc3oc2=O)cc1OC,0,3,3
CS(=O)(=O)c1ccc(C(=O)N(CCCN2CCOCC2)c2nc3ccc(F)cc3s2)cc1,-6,-4,-5

# The listing, from the first entry:
molecule,mcGAS inh,NPYLR7 agonist,hcGAS lum
O=C1c2ccccc2C(=O)c2c(Br)cccc21,-6,-10,-6
CCC(C)NC(=O)Cn1nnc(-c2ccc(F)cc2)n1 (stereo not given),-3,8&13,-2&-22
CCC1(C)NC(=O)N(CC(=O)NC(c2ccccc2)c2ccccc2)C1=O (stereo not given),·,3,-11
CC(C)n1ccnc1CN(C)Cc1cnn(-c2ccc(F)cc2)c1,·,11,-5
CCOC(=O)c1ccccc1NC(=O)CSc1cn(CC(=O)N2CCCCCC2)c2ccccc12,-7,20,-3
Cc1cc(C)n(-c2nc3nonc3nc2Nc2ccc(I)cc2)n1,-7,0,-4
COc1ccccc1-c1cc(CN2CCN(c3ccccc3)CC2)on1,-7,12,-7
CCN1CCN(c2cc(C(C)C)nc(SCc3ccc(C(=O)N4CCCC4)cc3)n2)CC1,-4,10,-4
COc1cc(OC)cc(C(=O)NC(C(=O)N(C)CC(C)C#N)C(C)C)c1 (stereo not given),-3,5,0
CC(=O)c1ccc(C(=O)N2CCn3c(C(N)=O)cnc3C2)s1,-11,·,-9
Cc1nc(-c2ccccn2)sc1C(=O)NC(C)c1cccc(Cl)c1 (stereo not given),·,2,-6
CCn1c(C2CCCN(C3CCN(c4ccccc4)CC3)C2)nn(C)c1=O (stereo not given),·,-5,-2
COC(=O)c1cc(Cl)c(NC(=O)c2cc3ccccc3oc2=O)cc1OC,0,3,3
CS(=O)(=O)c1ccc(C(=O)N(CCCN2CCOCC2)c2nc3ccc(F)cc3s2)cc1,-6,-4,-5
Cc1cc2nc(CN3CCOC(c4ccc(F)cc4)C3)cc(=O)n2[nH]1 (stereo not given),-9,-2,-2
CC1(NC(=O)Cc2c(F)cccc2Cl)CCS(=O)(=O)C1 (stereo not given),-9,9,-11
COCCCNC(=O)C(NC(=O)c1ccccc1F)C1CCN(C(=O)c2ccco2)CC1 (stereo not given),-4,1,-1
Cc1cnc(C(=O)OCc2c(C)cc(C(C)(C)C)cc2C)cn1,·,7,5
Cc1ccccc1CSc1n[nH]c(=O)c2cc(-c3cccs3)nn12,-7,-6,-6
N#Cc1ccc(C=CC(=O)NCc2cccs2)cc1,·,10,-7
CC(C)(C)OC(=O)COc1ccc2oc(=O)sc2c1,-5,17,-3
CCc1ccc(NC(=O)Cn2c(-n3nc(C)cc3C)nc3c(c2=O)CCCC3)cc1,-5,-1,-2
Cc1nc(NCCSc2cn[nH]n2)cc(C(C)C)n1,-8,2,1
COc1ccc(-c2cc3nc(C)cc(=O)n3[nH]2)cc1OC,-2,1,-4
O=C(COC1CCCC1)N(CC1CCC1)c1ccccc1,·,11,-15
COc1cc(CNS(=O)(=O)c2ccccc2Cl)ccc1OCC(=O)N(C)C,·,11,-4
C=CCc1cc(CN2C[C@H](N(C)C)C[C@H]2CO)ccc1O,·,14,-1
Cc1cc(CNC(=O)[C@H](C)n2cnnn2)c2[nH]c(C)c(C)c2c1,·,1,-1
Cc1nn(C)c(C)c1-c1ccnc(NCC2COc3ccccc3O2)n1 (stereo not given),·,13,-9
CCOc1ccc(OCC(=O)Nc2cc(C)nn2-c2nc3c(c(=O)[nH]2)CCC3)cc1,-9,10,-7
Cc1cc(C(=O)N2c3cccc4c3[C@@H](C[C@H]2C(N)=O)CN(C)C4=O)c(C)o1,-7,4,3
CC(C)(C)c1ccc(C2SCCN2C(=O)c2cccc(Cl)c2)cc1 (stereo not given),-5,17,-5
CN1CCCc2ccc(S(=O)(=O)Nc3ccccc3N3CCC(C(N)=O)CC3)cc21,·,0,-6
CC(C)CN(CC(=O)N(CCc1c[nH]c2ccccc12)Cc1ccc(C(F)(F)F)cc1)S(=O)(=O)c1ccc(Cl)cc1,-4,6,-1
CC1CN(CC(=O)N2CCC(c3ccncc3)CC2)Cc2cc(Cl)ccc2O1 (stereo not given),-10,14,-5
Fc1ccc(NN=Cc2ccc3c(c2)OCO3)c(F)c1,·,2,-6
CCCN(CC1CCCO1)C(=O)c1ccc(-n2cccc2)cc1 (stereo not given),·,1,-1
CC(=O)Oc1cccc(/C=C2N=C(/C=C/c3ccccc3)OC/2=O)c1,3,1,2
CSCCCNC(=O)c1ccc(-c2ccc3c(c2)OCCO3)s1,-8,27,-6
N#CC1(c2ccccc2)CCN(C(=O)C2CCCCC2C(=O)Nc2cccc(C(F)(F)F)c2)CC1 (stereo not given),-4,-8,-11
Cc1ccc(C2NC(=O)c3ccccc3N2CC(N)=O)c(C)c1 (stereo not given),·,1&6,-1&-6
CCOC(=O)c1nn(-c2ccc(C)cc2)c(=O)cc1NC(=O)c1ccccc1OCC,-7,·,-2
COc1cccc(C2NC(=O)c3ccccc3N2C)c1OC(C)C (stereo not given),·,2,-4
Cc1ccc2oc(C(=O)N(C)Cc3snnc3C)cc2c1,·,3,-2
O=C(Cc1ccc(CSc2nnc(-c3cc(-c4ccccc4)nc4ccccc34)n2Cc2ccco2)cc1)OCC(=O)c1ccccc1,-9,-4,-11
CC(N)=C(C#N)C(=O)CSc1nc(C)nc2scc(-c3cccs3)c12,·,3,7
CN(Cc1ccccc1N1CCCCC1)c1c(C#N)c(=O)n(C)c(=O)n1C,·,3,-2
Cc1ccc(OCCN2C(=O)NC(C)(c3ccco3)C2=O)cc1 (stereo not given),-1,3,3

# Look-ups from above.
# `CC(N)=C(C#N)C(=O)CSc1nc(C)nc2scc(-c3cccs3)c12` in NPYLR7 agonist is listed with 3
# `Cc1ccc2oc(C(=O)N(C)Cc3snnc3C)cc2c1` in hcGAS lum is listed with -2

# The listing continues:
molecule,mcGAS inh,NPYLR7 agonist,hcGAS lum
CCn1cnnc1CCNC(=O)c1cc(-c2cccn2C)n[nH]1,-14,0,-4
O=C(N=Nc1c(O)[nH]c2ccc(F)cc12)c1cc2ccccc2cc1O,·,-1,-5
CNC(=O)CNS(=O)(=O)c1cccc(Cl)c1,·,3,-6
Cc1nn(C)c(C)c1NC(=O)C(C)N(C)CC12CC3CC(CC(C3)C1)C2 (stereo not given),·,11,-5
Cc1ccc(NC(=O)C(=O)N2CCCN(C)C3(CCN(C)CC3)C2)c(C)c1,-3,0,-5
O=C(c1cc(-c2ccccc2)nc2cc(-c3ccccc3)nn12)N1CCN(c2ccc([N+](=O)[O-])cc2)CC1,-10,7,-7
COc1cc(CN2CCN(Cc3ccccc3C)C(CCO)C2)c(Cl)cc1O (stereo not given),·,2,-10
CCn1c(SCC(=O)NN=C(C)c2cccs2)nnc1-c1ccc(Cl)cc1,0,-3,-1
Cc1ccc(Cl)cc1N1CCN(S(=O)(=O)c2nn(C)cc2C(=O)NC2CCC(C)CC2)CC1 (stereo not given),-1,-4,-2
COCCn1c(SCc2ccccc2F)nc2c([nH]c3ccccc32)c1=O,-4,6,-4
CC(=O)NCC(=O)N1[C@@H]2CC[C@H]1c1ccc(Nc3ncc(C(F)(F)F)c(NC4CCC4)n3)cc12,-10,-3,-5
CC(C)[C@H](CO)n1cc2ncccc2c1O,-11,-3,-4
O=C(CSc1ccc2nnc(CCNC(=O)c3ccccc3)n2n1)NC1CCCC1,-8,16,-4
Cc1noc(C)c1S(=O)(=O)N1CCCN(Cc2nnsc2Cl)CC1,·,-1,8
Cc1onc(-c2c(Cl)cccc2Cl)c1C(=O)N1CCc2ccccc2C1c1ccccc1F (stereo not given),-8,-2,-9
Cc1cccc2c1NC(=O)C2(O)CC(=O)c1ccc(F)cc1 (stereo not given),·,5,-4
Cc1cccn2c(CC(=O)N3CCOC4(CNCCOC4)C3)cnc12 (stereo not given),-10,6,-6
Fc1ccc2nc(C3CCCN3Cc3nc(COc4ccccc4)no3)[nH]c2c1 (stereo not given),-7,·,-6
O=C(c1ccccc1C1CCNC1)N1CCc2sccc2C1 (stereo not given),·,6,-4
CC(C)Cc1cc(CN2CCCC(C(=O)Nc3cccc(-n4cccn4)c3)C2)[nH]n1 (stereo not given),·,9,-6
CC(=C\c1ccccc1)/C=C1N=C(/C=C\c2cccc([N+](=O)[O-])c2)OC/1=O,-4,6,-5
CCOC(=O)C1CCN(c2oc(C)nc2C#N)CC1,·,4,-3
O=C(CN1CCN(c2cc(Oc3ccc(F)c(F)c3)ncn2)CC1)N1CCCC1,-9,-6,-6
CN(C)S(=O)(=O)NCc1cccnc1N1CCN(c2ccccn2)CC1,·,3,-2
CC(N)C(=O)OC(C)(C)Cc1ccc(Cl)cc1 (stereo not given),-2,-9&6,-3&-3
O=C(NCCc1ccc(F)cc1)c1ccc(SCc2ccccc2)nc1,-4,-10,-4
O=C(COC(=O)c1ccc2c(c1)C(=O)N(c1ccccc1O)C2=O)c1cccc([N+](=O)[O-])c1,-4,-1,-4
COc1cccc(CN2CCn3nc(C(=O)NC(Cc4ccccc4)c4ccccc4)cc3C2=O)c1 (stereo not given),-4,2,-6
Cc1ccc(C)c(NC(=O)c2ccccc2OCC2CCCO2)c1 (stereo not given),-9,8,-13
CCNc1ncc(C(=O)N(C)Cc2ccsc2)cn1,-14,9,-1
COCCn1c(C)cc(O)c(C(c2ccncc2)N2CCN(c3ccc(F)cc3)CC2)c1=O (stereo not given),·,10,-8
COc1cc(-c2cccc3cccnc23)cc(OC)c1OC,-13,0,-7
O=C1c2cccc3cccc(c23)C(=O)N1c1ccc(N=Cc2c(O)ccc3ccccc23)cc1,-5,-5,-6
O=C1CCC2(CCCO2)CCN1Cc1ccncc1 (stereo not given),·,9,-5
O=C(Cc1ccc2c(c1)CCO2)NCc1ccc2c(c1)OCO2,·,-12,-1
CCOC(=O)C1=C(C)N(C)C(=S)NC1c1ccc(OC)cc1 (stereo not given),·,3,-9
O=C(c1cccc(-n2cccn2)c1)N1CC(=O)N(C2CCCCC2)CC(OCc2ccccn2)C1 (stereo not given),-10,2,2
Brc1cn[nH]c1C1CC1,·,17,-11
Fc1ccccc1Oc1cc(Cl)ncn1,·,15,-5
Cc1nc(C)n(CC(C)C(=O)Nc2cc3c(C)cc(=O)oc3cc2C)n1 (stereo not given),-9,9,3
O=C(NC1CCCC1)c1ccn(-c2cccc(Cl)c2)n1,·,-2,-4
COc1cccc(OC)c1OCCCOc1ccc(C)cc1Br,·,6,-4
C=CCn1c(SCc2ccc(C(=O)NCc3ccco3)cc2)nnc1-c1ccccc1[N+](=O)[O-],-12,18,-7
CCOC(=O)C1CCN(C(=NS(=O)(=O)c2ccc(F)cc2)c2ccccc2)CC1,-5,-5,-3
CC(Cc1ccncc1)NC(=O)C(C)(C)NC(=O)c1cccs1 (stereo not given),-12,-4,-3
Cc1cc(C)nc(NS(=O)(=O)c2ccc(N=Cc3cc(Br)ccc3O)cc2)n1,1,5,1
O=C(NC1CCCCC1)c1cc(C2CC2)nn1-c1ccccc1,-8,5,-10
Cc1ccoc1C(=O)N(C)Cc1cc(-c2cccs2)n[nH]1,·,0,-4
CCOC(=O)c1c(NC(=O)c2ccc(Cl)cc2)sc(C(=O)Nc2ccc3c(c2)OCO3)c1C,·,-6,2
FC(F)(F)c1nnc2ccc(Cl)nn12,·,1,-5
Brc1csc(CNCCc2ncn[nH]2)c1,-17,3,-8
O=c1c(N=Nc2ccc(Cl)cc2Cl)c(-c2ccccc2)[nH]n1-c1ccccc1,·,-3,-3
COc1ccc(CN2CCC2(C)C(=O)Nc2ccc3c(c2)OCO3)c2ccccc12 (stereo not given),·,5,1

# High-throughput results (PubChem BioAssay)
